KDM5B inhibitor – blocks human KDM5B histone demethylase activity; Q9UGL1; KDM5B demethylase, FDH-coupled NADH fluorescence (FDH is formaldehyde dehydrogenase); hit rate 2.6% among 220,000; Potency, µM (doses to about 57.7 µM), inactives show at the top dose activity change, negative = inhibition, most hits filed as inhibitors; active = well fitted inhibition curve with a large enough effect; inconclusive = small, poorly fitted or top-dose-only effect; inactive = no such curve, though single readings can be large or run the other way; also: 0% is about no effect; nearly all actives have a fitted effect of over 70% in size
Target sequence (Q9UGL1 whole entry, looked up): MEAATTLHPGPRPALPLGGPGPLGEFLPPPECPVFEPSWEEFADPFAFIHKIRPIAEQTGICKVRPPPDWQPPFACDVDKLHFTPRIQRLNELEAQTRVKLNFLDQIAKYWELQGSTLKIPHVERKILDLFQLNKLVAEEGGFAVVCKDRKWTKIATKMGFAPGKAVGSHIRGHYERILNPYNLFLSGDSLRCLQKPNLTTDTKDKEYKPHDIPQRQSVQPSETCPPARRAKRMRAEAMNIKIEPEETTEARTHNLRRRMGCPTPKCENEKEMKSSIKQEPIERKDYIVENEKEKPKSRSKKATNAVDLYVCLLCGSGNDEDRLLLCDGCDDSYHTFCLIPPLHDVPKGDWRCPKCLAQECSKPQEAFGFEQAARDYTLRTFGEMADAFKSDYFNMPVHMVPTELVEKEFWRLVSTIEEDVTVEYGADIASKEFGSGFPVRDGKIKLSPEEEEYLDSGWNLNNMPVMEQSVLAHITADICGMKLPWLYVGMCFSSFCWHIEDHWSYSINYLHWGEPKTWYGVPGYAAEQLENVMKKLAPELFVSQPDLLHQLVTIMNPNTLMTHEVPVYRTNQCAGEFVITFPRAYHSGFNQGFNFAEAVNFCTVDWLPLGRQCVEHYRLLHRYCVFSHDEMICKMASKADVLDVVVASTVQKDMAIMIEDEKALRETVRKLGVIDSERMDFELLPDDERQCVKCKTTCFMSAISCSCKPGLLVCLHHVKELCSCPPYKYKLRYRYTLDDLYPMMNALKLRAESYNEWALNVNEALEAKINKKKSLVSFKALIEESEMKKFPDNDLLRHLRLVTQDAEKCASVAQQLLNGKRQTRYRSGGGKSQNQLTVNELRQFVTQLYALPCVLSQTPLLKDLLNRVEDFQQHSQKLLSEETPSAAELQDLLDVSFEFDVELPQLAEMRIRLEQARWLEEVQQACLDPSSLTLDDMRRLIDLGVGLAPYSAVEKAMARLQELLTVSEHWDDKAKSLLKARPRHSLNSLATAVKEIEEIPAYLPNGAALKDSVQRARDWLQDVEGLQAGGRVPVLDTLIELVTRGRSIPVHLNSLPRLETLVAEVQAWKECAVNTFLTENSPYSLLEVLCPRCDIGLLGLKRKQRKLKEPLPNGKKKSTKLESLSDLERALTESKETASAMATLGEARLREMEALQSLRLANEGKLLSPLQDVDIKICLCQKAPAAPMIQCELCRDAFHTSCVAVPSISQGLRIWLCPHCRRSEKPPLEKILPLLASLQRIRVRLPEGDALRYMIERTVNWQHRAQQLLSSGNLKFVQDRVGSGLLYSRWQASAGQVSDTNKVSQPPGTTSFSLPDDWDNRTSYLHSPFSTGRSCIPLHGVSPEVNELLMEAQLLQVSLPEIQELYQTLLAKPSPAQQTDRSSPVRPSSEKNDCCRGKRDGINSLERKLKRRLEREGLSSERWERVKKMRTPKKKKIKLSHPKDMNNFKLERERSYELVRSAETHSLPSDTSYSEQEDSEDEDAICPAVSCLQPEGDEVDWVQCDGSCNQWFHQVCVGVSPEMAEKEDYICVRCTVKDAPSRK
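Measured: NADH fluorescence change, 30 min, RT. System: KDM5BΔAP 200 nM final, H3K4me3 peptide, α-KG, Fe(II), ascorbate, NAD⁺ plus FDH, pH 7.5 HEPES. Compounds: titrated, 10 min pre-incubation with enzyme.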
The depositor's hits bear a star; u = inconclusive; & = joins results of further samples; [ ] = dose if it differs, or a comment. Potency is read from the fitted curve at half-maximal effect. Only part of the results is shown (hit frequency here may not be typical).

Compound	KDM5B inhibitor
C=CCN(C)C(=O)[C@@H](C)C1CC[C@@]2(C)Cc3sc(NCCCC)nc3[C@@H](C)[C@@H]2[C@H]1O (stereo partly drawn)	35µM*
COc1ccc(C2C=C(c3ccc(F)cc3)Nc3nc(-c4ccc(Cl)cc4)nn32)cc1 (stereo not drawn)	u
COCCN1CCc2nc(SCC(=O)Nc3ccc(Br)cc3)[nH]c(=O)c2C1	u
CC(=O)c1cc(CC(=O)NCc2cc(F)c(F)cc2F)cs1	4%
COc1cccc(CNC(=O)c2ccc(-n3c(C)cc4c3CCCC4)cc2)c1	u
Cc1nc(CN2CCN(C(C(=O)O)c3cc4ccccc4o3)CC2)cs1 (stereo not drawn)	-8%
O=C(O)C1CC2(CCN(C(=O)CCCn3ccnc3)CC2)CN1 (stereo not drawn)	-32%
CCCCCn1nc(C(=O)Nc2nnc(C(C)C)s2)c2ccccc2c1=O	-15%
COc1ccc(NC(=O)Cc2c[nH]c3ncc(-c4ccccc4)cc23)cc1OC	-6%[86.2 µM]
O=C(COc1ncnc2c(Cl)cc(Cl)cc12)N1CCCCCC1	-19%
CN1CCN(C(=O)[C@@H]2CCC[C@@H](NC(=O)NC3CCCC3)CN(C)C(=O)C2)CC1	-6%[86.2 µM]
CN(Cc1ccc(C(F)(F)F)cc1)C(=O)C1CCN(C(=O)/C=C/c2ccccc2)CC1	-9%
O=C1CCN(C(=O)C2CCN(C(=O)C3CCOCC3)CC2)CCCCCCN1	-3%
COc1ccccc1/C=C(/C#N)C(=O)c1c(Cl)cccc1Cl	-26%
O=C1NCCCCCCN(S(=O)(=O)c2ccccc2)[C@H]2C[C@H](c3nc(-c4cccnc4)no3)C[C@@H]12	-25%
Cc1noc(-c2ccn3c(CNC(=O)COc4ccc(F)cc4)nnc3c2)n1	13µM*
Cc1cc(CN(C)C(=O)CC(c2ccccc2)c2ccccc2C)n[nH]1 (stereo not drawn)	21%
N#Cc1cccnc1NCCNc1ccccn1	15%
CN(C)S(=O)(=O)N1CCCCCCNC(=O)[C@@H]2CCC[C@@H]21	-7%
COc1ccc(C2OCC3OC(OC)C(OCc4ccccc4)C(O)C3O2)cc1 (stereo not drawn)	9%
O/N=C/c1cccc(OCc2ccncc2)c1	-18%
O=C1COc2ccc(-c3ccccc3)nc2CN1Cc1ccc(F)cc1	-1%[86.2 µM]
COc1ccc(NC(=O)Cn2c(=O)n(-c3cc(C)cc(C)c3)c(=O)c3oc4ccccc4c32)cc1OC	u
CCCc1noc(-c2ccn3c(CNC(=O)c4ccc5ccccc5n4)nnc3c2)n1	13µM*
Cc1ccc(CNC(=O)C2CCCN2C(=O)OC(C)(C)C)cc1F (stereo not drawn)	11%
Cc1cc(C)c(NC(=O)CN(C)C(=O)C2CCN(C(=O)c3ccc(Cl)cc3)CC2)c(C)c1	3%
O=C(NCc1ccc2c(c1)CCN2C(=O)c1ccncc1)c1ccccc1Br	2%
CCOC(=O)c1ccc(NC(=O)CSc2nnc(-c3cccc(Cl)c3)n2Cc2ccco2)cc1	u
COc1cccc(S(=O)(=O)N2CCN(Cc3ccc4c(c3)OCO4)CC2)c1	-4%
O=C(NCCn1cccn1)c1ccc(C2CCNC2)cc1 (stereo not drawn)	-4%
O=[N+]([O-])c1cccc2nc(/C=C/c3ccccc3C(F)(F)F)ccc12	12%
Cc1ccc(Cn2c(=O)n(Cc3nc(-c4ccccc4)no3)c(=O)c3ccccc32)cc1	6%
CCOC(=O)c1c(C)[nH]c(C)c1S(=O)(=O)N1CCCC(C(=O)Nc2ccc(OC)c(OC)c2)C1 (stereo not drawn)	-13%
CS(=O)(=O)NC[C@H]1OC[C@@H](NC2CCC(F)(F)CC2)[C@@H]1O	9%[86.2 µM]
COCCN1C(=O)CCC2(CNC(=O)c3ccncc3)CCCC=C12 (stereo not drawn)	9%
CC(C)c1noc(-c2cccn3c(CNC(=O)c4ccccn4)nnc23)n1	25µM*
O=[S+]([O-])(c1cccnc1)c1nnn2c1nc(N1CCCCC1)c1ccccc12	-2%&-7%[115 µM]
Clc1ccc(CNC2=NCCNC23CCCCCC3)cc1	10%
CN(C)C(=O)CN1CCN(C(C(=O)O)c2c[nH]c3cc(F)ccc23)CC1 (stereo not drawn)	-18%
COCCCn1c(=N)c(C(=O)NCc2ccco2)cc2c(=O)n3ccccc3nc21	u
CCCNC(=O)CC1COc2ccc(C(=O)NCCOC)cc2N1C (stereo not drawn)	28µM*
O=C(c1cccc(Cl)c1)N1CCCC2(Cc3ccccc3NC2=O)C1 (stereo not drawn)	7%
CCC(=O)N1N=C(c2ccc(OC)cc2)CC1c1cn(-c2ccccc2)nc1-c1cccs1 (stereo not drawn)	u
Cc1cnc(CC2CCCN(C(=O)CCc3c[nH]c4ccccc34)C2)n1C(C)C (stereo not drawn)	4%
COc1ccc(C)cc1NC(=O)N1CCCC(Cn2c(C3CC3)nc3cccnc32)C1 (stereo not drawn)	-12%
O=S(=O)(c1ccccc1)N1CCN(S(=O)(=O)N2CCCCCC2)CC1	29%
CC(C(=O)Nc1ccc(F)c(F)c1)N1CCN(C)CC1 (stereo not drawn)	u
FC(F)Oc1ccc(NC(=S)NCCc2ccccc2)cc1	4%
COc1ccc(Cn2nc(C3CC3)nc2-c2c(F)cccc2Cl)cc1	31%[activator]
O=C(NCc1ccc(Cl)cc1)C1CCN(c2ncnc3nc[nH]c23)CC1	-8%
O=C(O)Cn1ccc2cc(S(=O)(=O)N3CCCCCC3)ccc21	-29%
Cc1cc(S(=O)(=O)N2CCC(Oc3ncccc3C(=O)N3CCOCC3)C2)ccc1F (stereo not drawn)	17%
Cc1ccc(CC(=O)N2CCCN(c3cc(-c4ccc(C)c(C)c4)[nH]n3)CC2)cc1	u
CCc1ccccc1Nc1nn2c(=O)c3ccc(C(=O)Nc4ccc(OC)cc4)cc3nc2s1	u
CC(C)n1nnnc1C1(C)Cn2nccc2C(=O)N1Cc1cccc(C(F)(F)F)c1 (stereo not drawn)	21%
COc1cccc(OC(=O)CSc2nnc(-c3ccccc3OC)o2)c1	-44%
Cc1ccc(C(=O)NC2CCN(c3cc(-c4ccccc4)[nH]n3)C2)s1 (stereo not drawn)	u
COc1cccc(-c2n[nH]c3c2CC(=O)N(CC2CCOCC2)C3)c1OC	u
Cc1cc(C)c(C#N)c(SCC(=O)C2CC2)n1	58%[activator]
CCCn1nc(C)cc1CN(C)Cc1ccc(=O)n(CC)c1	u

More records
Compound	KDM5B inhibitor
Cc1cccc(OCC(=O)N2CCC(n3cc(-c4nc(C(C)C)no4)nn3)C2)c1 (stereo not drawn)	-8%
O=C(CSc1nnnn1C1CCCC1)N1CCN(S(=O)(=O)c2ccc3ccccc3c2)CC1	16%
CCC(=O)N1C[C@@H](Oc2ccccc2)C[C@@H]1C(=O)N1CCOCC1	-11%
COc1cccc(CNS(=O)(=O)c2ccc3c(c2)CCN3C(=O)C2CCC2)c1	-18%
Cn1c(=O)[nH]cc(CC(=O)N2C[C@@H](C(=O)O)[C@H](c3ccncc3)C2)c1=O	-4%
Clc1cccc(CNCCN2CCCC2)c1	17%
O=C(O)CNS(=O)(=O)c1cccnc1	18%
O=C(NCC1(O)CCCNCC1)c1ccc(-n2cnnc2)cc1 (stereo not drawn)	2%
O=C1CCCC2=C1C(c1ccccc1Cl)CC(=O)N2c1ccccc1F (stereo not drawn)	0%
COc1cccc(CNC(=O)c2cc3cc(C)ccc3n2C)c1	u
Cc1ccccc1Nc1nc(N)nc(CSc2nnc(C3CC3)n2C)n1	-3%
CC(C)c1ccc(NC(=O)Cn2c3ncccc3c(=O)n2-c2ccccc2)cc1	-19%
O=C1CO[C@H]2CN(Cc3ccccc3)C[C@H]2N1Cc1cccc(C(F)(F)F)c1	-13%[86.2 µM]
CC(=O)Nc1ccc(NC(=O)CN2C(=O)NC3(CCC(C(C)(C)C)CC3)C2=O)cc1 (stereo not drawn)	25%
CCn1c(CNC(C)c2ccc(F)cc2)nc2cc(S(=O)(=O)N3CCCCC3)ccc21 (stereo not drawn)	16%
COc1ccccc1N1CCN([C@H]2[C@@H]3OC[C@@H](O3)[C@@H](NC(=O)Nc3ccccc3)[C@@H]2O)CC1	3%
O=C([C@@H]1C[C@H](Oc2cccnc2)CN1C(=O)c1cc2ccccc2[nH]1)N1CCCC1	u
Cc1ccc(CNC(=O)NCC(=O)N(C)Cc2ccccc2)cc1	21%
O=C(Nc1cnc2ccccc2c1)c1cccc(S(=O)(=O)N2CCN(c3ccccc3)CC2)c1	-29%
COc1ccc(N(C(=O)C2CC2)C2C=CS(=O)(=O)C2)c(OC)c1 (stereo not drawn)	18%
CCCOc1ccc(/C=C(/C#N)c2nc3ccccc3[nH]2)cc1OCC	8%
Cc1cc(C(=O)N[C@H](C)c2onc(-c3ccc(F)cc3)c2C(=O)O)no1	-19%[86.2 µM]
Cc1ccc(S(=O)(=O)N2CCC(C(=O)OC(C)C(=O)NC3CCCCC3C)CC2)cc1C (stereo not drawn)	5%
COc1ccc(CNC(=O)c2cc3c(=O)[nH]c(C)cn3n2)c(OC)c1	-17%
Cc1ccccc1Nc1c(-c2ccc(N3CCOCC3)cc2)nc2ccc(Br)cn12	u
CC(=O)NCCC(=O)N1Cc2ccccc2CC2(CCN(Cc3cccnc3)CC2)C1	13%[115 µM]
O=C(O)CNS(=O)(=O)c1c(F)cccc1F	14%
O=C1CCN(c2ccccc2C(=O)N[C@@H]2CCOC[C@H]2OCCO)C(=O)N1	u
COc1c(C(=O)Nc2ccccc2N2CCOCC2)cc2ccccc2c1Br	-5%
O=c1[nH]c(=O)n(C2OC(CO)C(O)C2O)cc1Br (stereo not drawn)	30%

Marked active in KDM5B inhibitor (from the list above):
Compound	KDM5B inhibitor
C=CCN(C)C(=O)[C@@H](C)C1CC[C@@]2(C)Cc3sc(NCCCC)nc3[C@@H](C)[C@@H]2[C@H]1O (stereo partly drawn)	35µM*
Cc1noc(-c2ccn3c(CNC(=O)COc4ccc(F)cc4)nnc3c2)n1	13µM*
CCCc1noc(-c2ccn3c(CNC(=O)c4ccc5ccccc5n4)nnc3c2)n1	13µM*
CC(C)c1noc(-c2cccn3c(CNC(=O)c4ccccn4)nnc23)n1	25µM*
CCCNC(=O)CC1COc2ccc(C(=O)NCCOC)cc2N1C (stereo not drawn)	28µM*

The list continues.
Compound	KDM5B inhibitor
CCOc1cccc(N2C(=O)CC(NNC(=O)c3ccc(Br)o3)C2=O)c1 (stereo not drawn)	13%
CCN(CC)C(=O)C(NC(=O)c1cccc(C)c1)C1CCN(C(=O)c2ccccc2C)CC1 (stereo not drawn)	7%
Cn1cc(C(=O)NC2CCS(=O)(=O)C2)c2ccccc21 (stereo not drawn)	10%
Cc1ccc(C)c(Cn2c(=O)cc(C(F)(F)F)c3c(C)nn(C)c32)c1	u
Cc1cc(C)c(N(CC(=O)NCc2ccccc2)C(=O)c2csnn2)c(C)c1	23%
CCc1ocnc1C(=O)N1CC[C@@](O)(C2CCOCC2)[C@H](C)C1	14%
CNC(=O)c1noc([C@@H]2CC(F)(F)CN2C(=O)CC(C)C)n1	22%
CCn1c(CNC(=O)c2ccc(OC)cc2)nnc1SCC(=O)Nc1ccccc1	-28%
CCn1cc(S(=O)(=O)N2CC(Oc3cccc(-c4nc(C)no4)c3)C2)cn1	u
O=C(CCC[C@@H]1[C@H]2CCCN3CCC[C@@H](CN1C(=O)c1cccnc1)[C@@H]23)N1CCCCC1	-15%
O=C(Cc1cccc(Cl)c1)NC1CCN(c2cc(-c3cccs3)[nH]n2)C1 (stereo not drawn)	4µM*
CC(C)n1cnc(I)c1I	12%
COc1cccc(-n2cc(C(=O)Nc3ccccc3C(N)=O)c3ccccc3c2=O)c1	-25%
Cc1cc(N2CCN(C)CC2)nc2ccc(NC(=O)Nc3cccc(Cl)c3)cc12	u
O=c1cnnc(N/N=C/c2ccccn2)[nH]1	u

The final 3 entries of the part above come first, to join the parts:
Compound	KDM5B inhibitor
COc1cccc(-n2cc(C(=O)Nc3ccccc3C(N)=O)c3ccccc3c2=O)c1	-25%
Cc1cc(N2CCN(C)CC2)nc2ccc(NC(=O)Nc3cccc(Cl)c3)cc12	u
O=c1cnnc(N/N=C/c2ccccn2)[nH]1	u
Cc1sc(NC(=O)COc2ccc(C(C)(C)C)cc2)c(C(=O)OC(C)C)c1C	-24%
O=C(c1c(OCC2CC2)cc(=O)n2c1CCCCC2)N1CCc2ccccc2C1	3%
NC(=O)C1CCN(C(=O)COc2ccc(Nc3ccccc3)cc2)CC1	u
Cc1cc(C)n(-c2nc3ccccc3nc2Nc2ccc(F)c(F)c2)n1	-3%
CCOC(=O)c1[nH]ncc1CN(Cc1ccsc1)CC1CCCO1 (stereo not drawn)	-11%
COc1cccc(CNC(=O)Cn2nc3n(c2=O)CCCC3)c1	10%
Cc1cc(OCC(=O)Nc2ccc(NC(=O)C3CC3)cc2C(F)(F)F)ccc1Cl	-1%
CCOC(=O)c1c(C)[nH]c(C)c1S(=O)(=O)NCC(=O)NCc1ccc(C)cc1	-18%
COc1cccc(/C=C/c2nc(C#N)c(NCCc3ccccc3)o2)c1	u
CCc1nc2c(c(-c3ccc(O)cc3)n1)CN(Cc1ccc(OC(F)(F)F)cc1)CC2	-17%
COC(=O)c1cccc(OCCn2ccnc2-c2nc[nH]c2C)c1	52%[activator]
Fc1cccc(OCc2cc(-c3ccccc3)on2)c1	-6%

Screens from PubChem BioAssay.
